# IMPase Li inh: qHTS Assay for Identifying the Cell-Membrane Permeable IMPase Inhibitors: Potentiation with Lithium; CHO-M1 cells, IP1 TR-FRET (IP-One), carbachol + lithium; Potency, µM (series often up to 59.4 µM), inactives show at the highest dose activity, negative = IMPase inhibition, usual class: inhibitors; 0.35% of 210,000 active; AID 1457, 2008;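 note: IP1 builds up when IMPase is blocked and the TR-FRET signal falls; potency is the fitted concentration of half-maximal effect; plate controls were basal vehicle for no effect and high inhibitor control for full effect; nearly all actives have a fitted effect of over 50% in size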
#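 Readout is a homogeneous TR-FRET IP1 immunoassay (Ex 320, Em 665 and 620), where raised cytosolic IP1 lowers signal. Cells were CHO-M1 treated 30 min at 37C with test compounds plus a little lithium; AC50 values came from Hill-equation fitting.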
# KinaseGlo FLuc: Counterscreen for Luciferase (Kinase-Glo TM) Inhibition | 0.28% of 200,000 active | Potency, µM (top dose mostly 38.3 µM), for the others: at the top dose activity change, negative = inhibition, most hits filed as inhibitors | Kinase-Glo luciferase, ATP luminescence, 8 min; note: potency is the fitted concentration of half-maximal effect; % is set by controls: 0 for no effect and ±100 for the full control effect; nearly all actives have a fitted effect of over 60% in size
#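 Recombinant Kinase-Glo luciferase, 10 uM ATP (linear range), luciferin; imidazole pH 7.2 / KCl / MgCl2 / Tween / BSA buffer; 8 min RT; luminescence.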
# L3MBTL1 block: qHTS Assay for the Inhibitors of L3MBTL1 | Lethal(3)malignant brain tumor-like protein 1 (Homo sapiens), Q9Y468 | AlphaScreen L3MBTL1–H3K9me1 peptide binding | Potency, µM (doses to about 57.1 µM), without a hit: top-dose activity, negative = inhibition, hits mostly inhibitors | 0.66% of 230,000 active | AID 485360, 2010; note: potency is the fitted concentration of half-maximal effect; % is set by controls: 0 for no effect and ±100 for the full control effect; nearly all actives have a fitted effect of over 60% in size
# Target sequence (Q9Y468 whole entry, looked up): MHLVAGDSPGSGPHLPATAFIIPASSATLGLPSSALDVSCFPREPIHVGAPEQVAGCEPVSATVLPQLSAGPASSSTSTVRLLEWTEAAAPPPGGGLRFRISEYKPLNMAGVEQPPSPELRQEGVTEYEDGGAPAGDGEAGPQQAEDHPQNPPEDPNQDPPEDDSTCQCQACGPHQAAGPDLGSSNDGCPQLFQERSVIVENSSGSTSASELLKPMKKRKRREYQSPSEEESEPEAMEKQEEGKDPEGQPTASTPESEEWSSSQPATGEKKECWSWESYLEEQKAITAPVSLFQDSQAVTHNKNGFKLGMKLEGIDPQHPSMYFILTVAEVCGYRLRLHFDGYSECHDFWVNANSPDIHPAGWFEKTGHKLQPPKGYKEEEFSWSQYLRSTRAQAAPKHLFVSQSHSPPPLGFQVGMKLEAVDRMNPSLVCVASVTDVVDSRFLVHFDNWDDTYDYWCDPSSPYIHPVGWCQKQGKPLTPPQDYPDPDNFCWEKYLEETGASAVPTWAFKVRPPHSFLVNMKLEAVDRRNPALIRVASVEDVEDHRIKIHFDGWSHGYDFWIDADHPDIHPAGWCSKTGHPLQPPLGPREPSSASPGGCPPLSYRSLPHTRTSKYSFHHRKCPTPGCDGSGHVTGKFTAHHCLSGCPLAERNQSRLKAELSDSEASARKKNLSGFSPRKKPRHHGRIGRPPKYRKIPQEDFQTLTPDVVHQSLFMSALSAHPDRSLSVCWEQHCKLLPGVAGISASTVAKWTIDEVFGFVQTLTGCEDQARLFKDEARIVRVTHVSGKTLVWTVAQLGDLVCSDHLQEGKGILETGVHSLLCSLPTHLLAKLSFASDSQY
#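 Displacement of a biotinylated histone H3(1-15) peptide monomethylated at Lys9 (75 nM) from L3MBTL1 (50 nM) was measured by AlphaScreen after a 30 min room-temperature compound incubation; cefsulodin titration served as intraplate control.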
# HttQ103 aggreg: qHTS Multiplex Assay to Identify Dual Action Probes in a Cell Model of Huntington: Aggregate Formation (GFP). PC12 HttQ103-GFP aggregates, Acumen cytometry, 40 h. AID 1688, 2009. 1.1% of 220,000 active. Potency, µM (series often up to 46.1 µM), for inactives: top-dose activity change, negative = inhibition, hits mostly inhibitors; note: potency is the fitted concentration of half-maximal effect; % is set by controls: 0 for no effect and ±100 for the full control effect; nearly all actives have a fitted effect of over 60% in size
#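 Aggregate formation scored by laser-scanning cytometer (488 excitation, 500–530 emission) in lysed PC12 cells expressing Q103-GFP after 100 nM tebufenozide induction; library tested in dose series, with ATPLite reagent added in the multiplex.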
# NPSR antag: qHTS Assay for Antagonists of the Neuropeptide S Receptor: cAMP Signal Transduction; CHO-NPSR cells, cAMP TR-FRET, antagonist mode; Potency, µM (highest dose often 38.3 µM), for inactives: at the top dose activity change, negative = inhibition, most hits filed as inhibitors; 1% of 220,000 active; note: potency is the fitted concentration of half-maximal effect; % is set by controls: 0 for no effect and ±100 for the full control effect; nearly all actives have a fitted effect of over 50% in size; many of its hits are not listed in these tables
# Epigenetic derep: Quantitative High-Throughput Screen for Regulators of Epigenetic Control. AID 1865, 2009. 0.2% of 280,000 active. Potency, µM (titrated, usually from 53.9 µM), inactives show top-dose GFP activation, actives largely listed as activators. murine LDR cells, GFP reporter derepression, 30 h; note: potency is the fitted concentration of half-maximal effect; % of control where 0% means no effect; nearly all actives have a fitted effect of over 60% in size
#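 GFP-positive cell count by laser-scanning cytometry (objects 20–120 um) after 30 h, 37 C compound exposure of murine LDR cells; reporter is CMV-GFP integrated at a silenced locus, inducible by HDAC or DNMT inhibitors.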
# CBFb RUNX1 block: qHTS Assay for Compounds Blocking the Interaction Between CBF-beta and RUNX1 for the Treatment of Acute Myeloid Leukemia; Runt-related transcription factor 1 (Homo sapiens) + Core-binding factor subunit beta …; AlphaScreen CBFb-His/RUNX1-biotin binding, biochemical; Potency, µM (titrated, usually from 59.8 µM), inactives show at the top dose activity, negative = inhibition, hits mostly inhibitors; 230,000 tested, under 10 active; AID 1477, 2009; note: % of control where 0% means no effect
#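 Room-temperature protein-protein interaction test with 30 nM each of His-tagged CBF-beta and biotinylated RUNX1, 15 min with compound, then 90 min with nickel plus streptavidin beads. Signal read in AlphaScreen mode.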
# Active calls of the source: *; ? = inconclusive; . = not tested or not shown; & = joins results of further samples; [ ] = another dose, or the depositor's remark. Calls come from the whole dose curve; as a rule, active = well fitted curve in the direction sought with a large enough effect; inconclusive = small, poorly fitted or top-dose-only effect, or another doubt; inactive = no such curve, though single readings can be large; an effect the other way counts as inactive or inconclusive.
SMILES,IMPase Li inh,KinaseGlo FLuc,L3MBTL1 block,HttQ103 aggreg,NPSR antag,Epigenetic derep,CBFb RUNX1 block
COc1ccc(CCNC(=O)COC(=O)c2cnc(C)cn2)cc1,-9%[38.3 µM],1%,-3%,-14%,-4%[46.1 µM],-1.1%,-2%
CCOc1ccccc1NC(=O)c1nc[nH]c1C(=O)Nc1ccccc1OCC,-10%[38.3 µM],-2%,0%,-7%,2%[46.1 µM],2.1%,4%
Cc1ccc(/C=C/C(=O)N(Cc2cccs2)C2CCS(=O)(=O)C2)cc1 (stereo unspecified),.,.,-5%,-19%[9.22 µM],6%,-2.6%,3%
CCC(C)NC(=O)COC(=O)Cc1sc(N)nc1-c1ccc(C)cc1 (stereo unspecified),1%,2%,-7%,2%,6%,-1.3%,-1%
C=CCOC(=O)C1=C(C)Nc2[nH]c(=O)[nH]c(=O)c2C1c1cccc(OC)c1 (stereo unspecified),2%,-1%,-18%,14%,4%,-0.1%,5%
O=c1c2ccccc2nnn1Cc1ccccc1Cl,10%,2%,14%,-2%[9.22 µM],-6%,2.6%,8%
O=C(Nc1ccccn1)C1(c2cccs2)CCOCC1,-5%,4%,27%,-7%,16%,1.0%,-8%
OC(CNCc1ccco1)COc1ccccc1 (stereo unspecified),-9%[38.3 µM],-1%,-2%,-6%,-3%[46.1 µM],-2.9%,-1%
CCN1C(=O)/C(=C2/C=CC=CN2C)SC1=S,61%[activator][38.3 µM],-2%,.,-10%,-13%[46.1 µM],-1.0%,-11%
Cc1ccc(C2=[N+]([O-])C3(CCCCC3=O)N(O)C2(C)C)cc1 (stereo unspecified),8%[38.3 µM],-5%,.,9%,8%[46.1 µM],-1.9%,3%
CCCCCC(=O)Nc1cccc(C2=NOC3(C2)C[C@H](C(N)=O)N(C(=O)CC)C3)c1 (stereo partly specified),.,.,.,-5%[9.22 µM],14%,-0.1%,16%
CCN(/C=N/c1sc2c(c1C#N)CC(C)(C)NC2(C)C)CC,28%[38.3 µM],-5%,.,5%,-2%[46.1 µM],-2.4%,2%
COC(=O)[C@@H]1CC[C@H](C)[C@@H](c2ccc(C)cc2)N1C(=O)c1ccc(/C=N/OC[C@@H](O)COCc2ccco2)cc1,16%,-1%,0%,?,-59%,0.2%,-5%
CCn1c(CCn2ccnc2C)n[nH]c1=S,14%,1%,4%,-16%,-7%[46.1 µM],-2.2%,10%
COc1cccc(NC(=S)NC2CC(C)(C)NC(C)(C)C2)c1,-2%,1%,1%,16%,18%,0.1%,9%
COc1cc(/C=C/C(=O)OCC(=O)NCc2ccco2)ccc1OCC#N,-10%,0%,.,10%,16%,3.0%,5%
O=C(NCCc1ccccc1)C(=O)Nc1ccc2c(c1)OCCO2,2%,-3%,.,1%,10%,-0.1%,-2%
CCCCC1(C(=O)OCC)CC(CSC(=N)N)OC1=O (stereo unspecified),13%,3%,14%,.,0%,1.1%,0%
Cc1oc(C(=O)O)cc1COc1ccccc1Cl,-3%[38.3 µM],-2%,-1%,5%,-2%[46.1 µM],1.3%,1%
COc1cccc(NC(=O)N2CCN(c3nnnn3-c3ccccc3)CC2)c1,-2%,-2%,.,-12%,-12%,4.3%,0%
Cc1c(C(N)=O)sc2ncn(CC(=O)N3CCC(C)CC3)c(=O)c12,15%[38.3 µM],-7%,.,-2%,-7%[46.1 µM],1.0%,3%
Cc1nccn1-c1ccc(C(F)(F)F)cc1NC=O,2%[38.3 µM],3%,2%,11%,4%[46.1 µM],-4.4%,1%
O=C1CCCN=C(Nc2ccc(F)c(Cl)c2)S1,.,.,85%[activator],11%[9.22 µM],-20%,-0.2%,19%
COc1ccc(N2CCN(C(C)C(=O)N3CCCC3)CC2)cc1 (stereo unspecified),10%,4%,14%,-6%[9.22 µM],10%,-0.9%,4%
Cc1nonc1OCCn1c([N+](=O)[O-])cnc1C,3%,3%,7%,-11%[9.22 µM],11%,-0.2%,5%
O=C(Oc1ccccc1)c1cc2ccccc2oc1=O,-10%,-7%,-1%,5%,?,-2.7%,17%
CN1CCC(N(C)CC(=O)Nc2cccc(Oc3ccccc3)c2)CC1,45%[activator][38.3 µM],-2%,.,1%,-1%[46.1 µM],-1.0%,4%
COC(=O)c1sc(S(=O)(=O)NCCC(=O)O)c(C(=O)OC)c1C,1%,2%,-3%,?,3%,-1.9%,10%
S=c1nc(-c2ccccc2)[nH]c2ccc(Br)cc12,.,.,-12%,4%[9.22 µM],-55%,1.4%,5%
COc1cccc(N2CCN(CC(=O)NCc3cccs3)CC2)c1,0%,3%,?,1%,-8%[46.1 µM],-8.3%,-2%
COC(=O)c1ccc(COc2ccc(C)cc2[N+](=O)[O-])o1,.,.,43%[activator],-5%[9.22 µM],-1%,0.0%,9%
C=CCn1c(SCCCC)nc(O)cc1=O,-5%[38.3 µM],0%,-2%,23%,-11%[46.1 µM],-0.2%&-1.2%,2%&7%
Cc1cc([N+](=O)[O-])ccc1-c1ccc(/C=N/NC(=O)Cc2ccccc2)o1,-3%,4%,6%,-20%,-29%,?,-3%
NC(=O)[C@@H]1CCCNc2c(I)cc([N+](=O)[O-])cc2C(=O)N[C@@H](CCC(=O)O)C(=O)N[C@@H](CO)C(=O)N1,-1%,1%,10%,13%,14%,1.7%,-1%[2.36 µM]
Cc1c(NC(=O)COC(=O)C(c2ccc(Cl)cc2)C(C)C)c(=O)n(-c2ccccc2)n1C (stereo unspecified),57%[activator][38.3 µM],-2%,.,-8%,-10%[46.1 µM],-0.8%,-2%
CCC1=NN(S(=O)(=O)c2ccc(C)cc2)C(O)(C(F)(F)F)C1 (stereo unspecified),-3%,-3%,21%,-4%,2%,1.9%,-13%
CN(c1ccccc1)S(=O)(=O)c1cccc(NC(=O)c2cncc(Br)c2)c1,.,.,.,2%[9.22 µM],-50%,-2.6%,12%
COc1ccc(CCNC(=O)COC(=O)C23CC4CC(CC(C4)C2)C3)cc1,-2%,-3%,11%,-12%,9%,-1.0%,-1%
CC(C)(C)NCCOCCOc1ccc(Cl)cc1C(C)(C)C,4%,6%,4%,11%[9.22 µM],3%,-3.1%,1%
COc1ccc(NC(=O)c2ccc(S(=O)(=O)N(C)c3ccccc3)cc2)cn1,.,.,.,1%[9.22 µM],-17%,-6.1%,0%
CN1CCC2(CC1)NC(=O)NC2=O,-8%[38.3 µM],-1%,4%,22%,0%[46.1 µM],1.5%,1%
O=C(N/N=C/c1coc2ccccc2c1=O)c1cn(-c2ccccc2)nc1-c1ccc(F)cc1,-13%,-3%,0%,-5%,-8%,1.5%,-9%
COc1ccc(C(c2nnnn2Cc2cccs2)N2CCN(c3ccccc3)CC2)cc1OC (stereo unspecified),12%[38.3 µM],4%,-10%,10%,?,0.7%,4%
Cc1ccc(NC(=O)CCN2C(=O)c3ccncc3C2=O)cc1,-5%[38.3 µM],-4%,7%,-6%,?,0.0%,-2%
Cc1ccc(S(=O)(=O)NNC(=O)CCC(=O)Nc2ccccc2)cc1,-1%[38.3 µM],0%,7%,-17%,-12%[46.1 µM],0.8%,-3%

# An excerpt of these results, tab-delimited:
compound	IMPase Li inh	KinaseGlo FLuc	L3MBTL1 block	HttQ103 aggreg	NPSR antag	Epigenetic derep	CBFb RUNX1 block
NC(=O)[C@@H]1CCCNc2c(I)cc([N+](=O)[O-])cc2C(=O)N[C@@H](CCC(=O)O)C(=O)N[C@@H](CO)C(=O)N1	-1%	1%	10%	13%	14%	1.7%	-1%[2.36 µM]
Cc1c(NC(=O)COC(=O)C(c2ccc(Cl)cc2)C(C)C)c(=O)n(-c2ccccc2)n1C (stereo unspecified)	57%[activator][38.3 µM]	-2%	.	-8%	-10%[46.1 µM]	-0.8%	-2%
CCC1=NN(S(=O)(=O)c2ccc(C)cc2)C(O)(C(F)(F)F)C1 (stereo unspecified)	-3%	-3%	21%	-4%	2%	1.9%	-13%
CN(c1ccccc1)S(=O)(=O)c1cccc(NC(=O)c2cncc(Br)c2)c1	.	.	.	2%[9.22 µM]	-50%	-2.6%	12%

# Continuation:
SMILES,IMPase Li inh,KinaseGlo FLuc,L3MBTL1 block,HttQ103 aggreg,NPSR antag,Epigenetic derep,CBFb RUNX1 block
Cc1cc(C(=O)Nc2ccon2)c(C)o1,1%,-3%,0%,4%,9%,-0.6%,-3%
O=C1NC(CCc2ccccc2)C(=O)N1Cc1ccc(Br)cc1 (stereo unspecified),-5%,-1%,.,-7%,1%,1.1%,11%
COC(CNC(=O)C1CCCCC1C(=O)O)OC (stereo unspecified),7%,-2%,-3%,7%,0%,-1.1%,6%
O=c1cc(CN2CCN(c3ccccc3F)CC2)c2cc(O)c(-c3ccccc3)cc2o1,-10%,-1%,3%,27%,-13%,-4.4%,6%
CSCCC(Nc1ccc(S(=O)(=O)N2CCOCC2)cc1[N+](=O)[O-])C(=O)OCC(=O)N(C(C)C)C(C)C (stereo unspecified),11%,-2%,0%,6%,-3%,-3.0%,1%
CCN(CCNC(=O)Cn1c(=O)sc2ccccc21)c1ccccc1,12%[38.3 µM],1%,-9%,2%,-5%[46.1 µM],0.0%,-14%
COc1cc(/C=c2/sc3nc(-c4ccccc4)c(-c4ccccc4)n3c2=O)cc(OC)c1OC,5%,1%,-11%,-9%,-1%,2.1%,3%
O=c1cc(O)c(-c2ccc(Cl)cc2)c(Cl)[nH]1,.,.,.,-12%[9.22 µM],9%,-1.3%,-1%
C/C(=N/NC(=O)C1CCN(S(=O)(=O)c2ccc(C)cc2)CC1)c1cccc([N+](=O)[O-])c1,7%,-2%,-4%,25%,-19%,-0.8%,8%
CCCOc1cccc(C(=O)NC(=S)Nc2cccc(NC(=O)c3ccccc3Cl)c2)c1,7%,7%,5%,22%,-22%,-1.1%,-8%
CCN(CC)CCN(Cc1cc2cccc(C)c2[nH]c1=O)C(=S)Nc1ccccc1,37%[activator],-2%,-7%,3%[9.22 µM],27%,-1.0%,13%
COC(=O)NNC(=O)C1CCC(C)CC1 (stereo unspecified),-1%,4%,1%,-1%,8%,3.8%&-1.0%,6%
CN(C)c1ccc(NC(=O)CC2NCCNC2=O)cc1 (stereo unspecified),6%[38.3 µM],11%,.,6%,?,-1.5%,0%
O=C(COC(=O)CC(c1ccccc1)c1ccccc1)NCc1ccccc1,5%,3%,3%,15%,-20%,7.9%,12%
O=C(CCSc1nnc(-c2ccncc2)o1)Nc1ccccc1,10%,6%,-5%,-9%,-6%[46.1 µM],-5.9%,4%

# Only part of the results is shown; the hit share may differ from the screen's.
